# EBI2 block = antagonists of human EBI2 receptor; AID 651636; EBI2 beta-arrestin recruitment, luminescence, 7a,25-OHC stimulated; actives 0.81% (n = 360,000); inhibition, % at 5 µM; P32249; in the data active means inhibition above about 38%;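 further: enzyme fragment complementation signal reports receptor beta-arrestin coupling in cells; 0% = agonist plus DMSO wells and 100% = wells without agonist; some results beyond the cut were filed as inactive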
# Target sequence (P32249 whole entry, looked up, the tested form may be a part): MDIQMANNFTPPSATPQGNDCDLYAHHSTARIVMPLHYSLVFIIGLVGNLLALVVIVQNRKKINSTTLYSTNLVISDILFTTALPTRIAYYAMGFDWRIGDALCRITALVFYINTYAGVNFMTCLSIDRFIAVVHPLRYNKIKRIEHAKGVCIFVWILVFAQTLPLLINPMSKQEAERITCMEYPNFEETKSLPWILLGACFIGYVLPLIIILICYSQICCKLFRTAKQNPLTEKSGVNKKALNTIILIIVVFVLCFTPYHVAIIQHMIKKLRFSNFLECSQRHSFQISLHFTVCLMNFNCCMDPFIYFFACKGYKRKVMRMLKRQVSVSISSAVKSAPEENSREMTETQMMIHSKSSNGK
# CCR6 antagonist = antagonists of human CCR6 receptor; P51684; CHO-K1 CCR6 PathHunter beta-arrestin, luminescence, CCL20-stimulated; inhibition, % at 20 µM; actives 0.49% (n = 340,000);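 active means compounds whose inhibition of the agonist-driven luminescence signal at 20 µM reaches about 50%, limit read from the data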;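 further: cells stimulated with CCL20 at 14 nM final; plate controls were DMSO with CCL20 for no effect and DMSO without agonist for full effect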
# Jurkat NFkB inh = inhibitors of the PMA/ionomycin-induced NF-kB reporter in Jurkat cells. inhibition, % at 4 µM. actives 0.53% (n = 330,000). PMA/ionomycin-induced NF-kB luciferase reporter, luminescence
# 697 NFkB inh = lowers PMA/ionomycin-induced NF-kB signal in 697 B cells. 697 B-cell NF-kB luciferase reporter, 16 h. inhibition, % at 4 µM. actives 0.33% (n = 330,000). AID 435022; in the data active means inhibition above about 35%
# Gli-Sufu block = antagonists of Gli-Sufu signaling. Sufu-KO-LIGHT fibroblasts, Gli luciferase reporter luminescence. inhibition, % at 5 µM. actives 0.74% (n = 340,000);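 active means inhibition above about 55%, limit read from the data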;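 further: 0% = DMSO-treated cells and 100% = wells with medium but no cells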
# Apaf1 inhib = inhibitors of human Apaf-1 apoptosome | AID 489030 | reconstituted apoptosome caspase-3 activity, DEVD-Rh110 fluorescence | O14727 | actives 0.71% (n = 330,000) | inhibition, % at 20 µM; active means inhibition of at least 40% at 20 µM;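 further: plate controls were DMSO wells for no effect and DEVD-CHO caspase inhibitor wells for full effect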
#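 Assay system – apoptosome proteins · Medium – Hepes buffer, pH 7.5 · Also added – cytochrome c with DEVD-Rh110 · Timing – 30 min compound preincubation, 50 min activation, room temperature · Detection – Rh110 fluorescence, excitation 480 nm, emission 540 nm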
# SENP8 block = inhibitors of human SENP8 protease; actives 1.2% (n = 330,000); purified SENP8, Z-RLRGG-aminoluciferin cleavage, luminescence; Q96LD8; AID 2540; inhibition, % at 10 µM
# Target sequence (Q96LD8 whole entry, looked up): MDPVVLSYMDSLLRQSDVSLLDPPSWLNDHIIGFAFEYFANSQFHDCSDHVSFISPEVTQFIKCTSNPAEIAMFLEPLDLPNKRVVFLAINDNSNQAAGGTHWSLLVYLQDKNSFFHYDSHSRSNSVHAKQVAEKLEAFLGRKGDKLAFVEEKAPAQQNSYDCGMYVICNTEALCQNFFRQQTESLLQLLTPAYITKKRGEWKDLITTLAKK
# UBC13 polyUb = human UBC13 polyubiquitination inhibition; P61088; UBC13 polyubiquitin chain formation, TR-FRET; inhibition, % at 20 µM; actives 0.47% (n = 330,000); AID 485273; in the data active means inhibition above about 45%, passing the limit was not always enough
# Target sequence (P61088 whole entry, looked up): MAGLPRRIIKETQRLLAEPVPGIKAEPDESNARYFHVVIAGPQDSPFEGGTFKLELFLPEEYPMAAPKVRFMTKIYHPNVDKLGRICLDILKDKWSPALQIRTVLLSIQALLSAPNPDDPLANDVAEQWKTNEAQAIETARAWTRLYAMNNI
# * = called active by the depositor; . = not tested or not shown. Unless noted, no stated cut-off is given here; in the data, active means inhibition above about 50%; inactive means the rest. A portion of the library (hit frequency here may not be typical).
mol	EBI2 block	CCR6 antagonist	Jurkat NFkB inh	697 NFkB inh	Gli-Sufu block	Apaf1 inhib	SENP8 block	UBC13 polyUb
CC(C)N(Cc1nc(-c2ccccc2)no1)C(=O)c1ccc([N+](=O)[O-])cc1	-4	9	14	14	6	11	4	4
CN(C)CC/C=C1/c2cc(F)ccc2Sc2ccc(Cl)cc21	-3	0	6	-4	-5	-1	3	16
CC(C)(C)/C(O)=C/c1nc2cc(Cl)ccc2oc1=O	-10	-8	16	-25	0	-5	-12	-14
O=[N+]([O-])c1ccc2c(c1)nc1n2CCCCC1	-4	5	-15	-10	-7	5	-9	-5
CCOC(=O)CSc1cc(C)nc2ccc(OC)cc12	-6	-6	-12	-1	4	10	-3	11
Cc1ccc(-n2cc(CNCCCn3cccn3)c(-c3cccc(C)c3)n2)cc1	-4	13	5	2	-9	-6	-8	8
O=C(NNC(=O)C1[C@H]2CCCC[C@@H]12)Nc1cccc2ccccc12 (stereo partly drawn)	-12	-9	18	3	2	-13	-8	6
CCOC(=O)c1c(C)[nH]c(C(=O)CSc2nnnn2-c2ccc(C)cc2)c1C	-7	-1	11	13	-2	2	-1	-2
COC(=O)C1=C(Nc2ccc(C)cc2)C=C(C)C(C(=O)OC)C1c1ccc(OC)cc1 (stereo not drawn)	23	7	20	0	7	18	6	-12
COCCn1c(CN(C)Cc2ccccc2)nc2c1c(=O)n(C)c(=O)n2C	-3	3	3	-17	-4	-2	-2	1
CN(C)CCN(C(=O)C1=COCCO1)c1nc2ccc(Cl)cc2s1	4	10	-40	1	-19	6	-6	0
CCCCCNC(=O)CC1Nc2c3ccccc3nc(=S)n2C1=O (stereo not drawn)	2	21	-1	-13	5	6	6	9
O=C(NCC(c1ccco1)N1CCc2ccccc21)C(=O)Nc1ccc(F)cc1F (stereo not drawn)	0	20	60*	-23	-7	9	-1	-3
CN1CCN(c2cc(C(F)(F)F)nc(-c3ccccn3)n2)CC1	-3	2	4	3	23	2	-5	-8
Cc1occc1C(=O)n1cnc2ccccc21	.	.	-3	21	.	-7	2	3
CCc1ccc(NC(=O)CCn2ccnc2C)cc1	6	13	-5	-6	1	4	-6	2
Cn1c(=O)c2c(ncn2CC(=O)N/N=C/c2c[nH]c3ccccc23)n(C)c1=O	.	.	-5	3	.	-7	-1	-10
COc1cc(C(=O)NC2CC(C)(C)NC(C)(C)C2)cc(OC)c1OC	-4	-7	-18	20	2	14	5	-2
CN(C)CC(CCCCC(CN(C)C)C(=O)c1ccccc1)C(=O)c1ccccc1 (stereo not drawn)	-1	19	-39	-35	6	1	-10	-8
CSc1ncccc1C(=O)NC1CCCc2c1cnn2-c1ccc(C)c(C)c1 (stereo not drawn)	6	16	9	-45	38	18	-11	-5
Cc1cc(/C=C2\SC(=O)NC2=O)c(C)n1-c1ccc(N2CCOCC2)cc1	-7	9	13	-32	-6	1	-2	-21
O=C(CCNC(=O)c1ccccc1Cl)Nc1cc(C(F)(F)F)ccc1N1CCCC1	12	21	1	-25	6	31	-5	8
Cc1cc(NCCCn2ccnc2)n2nc(C)c(-c3ccc(Cl)cc3)c2n1	14	12	-12	1	-12	-3	0	24
COc1ccc2c(C)c(C)c(=O)oc2c1OC	3	4	14	4	6	-10	-5	12
COc1cc(C(=O)OCC(=O)Nc2ccccc2C(=O)NC2CC2)c([N+](=O)[O-])cc1OC	2	14	14	8	-8	-6	2	2
O=[N+]([O-])c1ccc(/C=C/c2ccc3cccc(O)c3n2)cc1	6	14	-137	-168	4	21	34	-57
Clc1ccccc1N1CCN(Cc2c[nH]c3ccccc23)CC1	4	3	-13	-18	11	-3	1	15
COc1ccc(-c2c(C)n([O-])c3c([n+]2=O)CCCC3)cc1OC	.	.	-11	2	.	4	-10	0
Cc1noc(/C=C/c2ccco2)c1S(=O)(=O)N1CCC(C(=O)N(C)Cc2ccccc2)CC1	9	17	-8	-10	-1	28	0	-16
COc1ccc(CCNC(=O)C(=O)NCC2CCCN2S(=O)(=O)c2cccs2)cc1OC (stereo not drawn)	-4	9	3	8	7	10	5	0
CCN1CCc2c(sc(NC(=O)c3ccc(C(=O)c4ccccc4)cc3)c2C(N)=O)C1	21	30	-3	-3	11	44*	9	20
CC1(C)N=C(c2cccc(F)c2)C(=O)N1	0	13	14	-18	-13	6	-8	2
Cc1ccc(NC(=O)COC(=O)c2c(-c3ccccc3)noc2C)cc1	0	12	6	18	3	16	-10	1
COc1ccc(CC(=O)N/N=C/C=C/c2ccc3c(c2)OCO3)cc1OC	10	16	17	-6	2	-14	-2	-3
CCO[C@H]1OC(C(=O)N2CCN(Cc3ccc4c(c3)OCO4)CC2)=C[C@@H](C)[C@@H]1CCCO	3	3	-1	-18	16	8	-9	-13
Cc1cc(CNC(=O)CC2C(=O)NCCN2CC(C)(C)C)nn1C (stereo not drawn)	-6	13	3	-6	-3	-1	1	5
CC(=O)N1CCN(c2ccccc2NC(=O)COc2ccc(Cl)cc2Cl)CC1	11	-5	-7	-13	2	35	-9	0
O=C(COC(=O)Cc1ccc(S(=O)(=O)N2CCOCC2)s1)Nc1ccc([N+](=O)[O-])cc1	-11	8	5	22	6	-9	10	-7
O=C(O/N=C1\CCCc2ccccc21)c1ccc(F)cc1	4	27	-2	21	-8	-2	72*	5
COc1ccccc1C(C#N)N1N=C(C)CC1(C)C (stereo not drawn)	-7	5	0	6	25	-3	4	-9
O=C(/C=C/c1ccc([N+](=O)[O-])cc1)NCc1cccs1	6	9	0	-3	-37	5	-5	-15
O=C(c1ccccc1)N1CCn2c(nc3ccccc32)C1	2	10	4	19	0	3	-6	-5
Cc1ccc(CNC(=O)C2CN(S(C)(=O)=O)c3cc(Cl)ccc3O2)cc1 (stereo not drawn)	7	3	-18	5	25	14	2	-7
N#CC1=C(SCc2ccccc2)NC2=C(C(=O)CCC2)C1c1ccc2c(c1)OCO2 (stereo not drawn)	6	2	9	-2	3	13	-3	1
Cc1ccc(NC(=O)c2cc(NC(=O)C3CC=CCC3C(=O)O)ccc2N2CCOCC2)cc1 (stereo not drawn)	-2	-14	-6	10	-3	10	-10	1
CN(C)C(=O)CNC(=O)C1CCCCC1	-2	-8	3	10	1	-11	-5	-6
COCCN(CCOC)S(=O)(=O)c1ccc(NC(=O)c2cnccn2)cc1	-1	4	-3	0	-54	0	6	-6
O=C(NCc1ccco1)/C(=C\C=C\c1ccccc1)NC(=O)c1ccccc1Br	3	3	2	-3	2	22	-6	-21
O=C(CSCc1c(F)cccc1Cl)Nc1ccccc1C(=O)N1CCOCC1	-9	2	0	13	3	-11	1	18
COc1cccc(C(=O)Nc2nc(-c3ccc4c(c3)OCO4)cs2)c1	-3	19	-23	17	0	15	-6	16
CCOC(=O)c1ccccc1NC(=O)COC(=O)Cc1ccccc1F	-4	14	21	-2	0	21	-8	2
CCOc1cc(C2NC(=O)NC(c3ccccc3)=C2C(C)=O)ccc1OC(C)=O (stereo not drawn)	-5	3	-17	-1	-6	4	-7	-14
COC(=O)c1cc(C(=O)OCC(=O)NNC(=O)c2cccs2)cc([N+](=O)[O-])c1	-13	-6	6	22	-2	4	-5	0
O=c1cc(O)c(-c2cccc(Cl)c2)c(Cl)[nH]1	-3	-1	1	13	-3	-3	-2	-3
Cc1cc(/C=C(\C#N)C(=O)O)c(C)n1C1CC1	1	3	0	11	7	1	12	-7
Cc1c(Cl)c(-c2n[nH]c(=S)n2-c2ccccc2)nn1C	-8	8	-4	20	0	-2	1	11
COc1ccc(OC)c2c1sc(=NC(=O)C(C)C)n2C	0	-15	6	1	-10	6	6	10
CCOc1cccc(C(=O)N2CCCCC2c2cccnc2)c1 (stereo not drawn)	-1	3	-25	-10	8	-5	-9	-3
COc1cccc(-n2nc(-c3ccnn3-c3cccc(Cl)c3)c(=O)n(C)c2=O)c1	5	13	-4	3	5	17	-7	-7
CCOC(=O)Nc1c(Cl)n(C)c(=O)n(C)c1=O	3	3	-11	7	2	-2	9	3

# More results
mol	EBI2 block	CCR6 antagonist	Jurkat NFkB inh	697 NFkB inh	Gli-Sufu block	Apaf1 inhib	SENP8 block	UBC13 polyUb
COc1ccc(NC(=O)c2cc3nc(-c4ccccc4)cc(-c4ccccc4)n3n2)c(OC)c1	16	2	-3	-12	6	5	7	-6
CC(=O)Cc1nsc(NC(=O)c2ccc(-c3cccc(C(F)(F)F)c3)o2)n1	6	18	2	-25	-2	14	0	1
CCOC(=O)C1(CC2CCCCO2)CCN(C(=O)Nc2ccccc2)CC1 (stereo not drawn)	12	8	-15	4	1	1	-3	3
CN(C)S(=O)(=O)c1cccc(NC(=S)Nc2cc(Cl)cc(Cl)c2)c1	-6	6	-5	17	-19	3	5	6
CC(=O)N1CCCc2cc(S(=O)(=O)Nc3ccc4c(c3)OCO4)ccc21	2	-13	3	7	4	-6	2	0
CSc1ccc(/C=N/n2c(C)nnc2C)cc1	12	1	1	9	4	0	2	-2
O=C(c1ccccc1SCc1ccc(F)cc1)N1CCOCC1	-5	9	9	-16	-3	-3	-4	-9
Cc1ccc(S(=O)(=O)N2CCOCC2)cc1C(=O)Nc1ccccc1N1CCCC1	1	6	9	16	2	5	-2	-5
O=C(Nc1ccccc1N1CCCCC1)c1cnccn1	5	22	-3	8	-13	16	16	5
CC(C)CNC(=S)NC1CC2CCCC(C1)N2Cc1cccs1 (stereo not drawn)	-7	0	17	-17	-1	-18	2	1
CC(C)(C)CC(C)(C)NCC(O)COCCOc1ccc(Br)cc1 (stereo not drawn)	-8	13	10	-3	1	-3	-1	14
Cc1ccc(-n2c(C)cc(/C=N/NC(=O)c3ccncc3)c2C)c(C)c1	3	20	13	24	0	5	-4	7
Cc1cc(C)n(-c2nnc(C)n2N)n1	-1	-8	-10	14	2	-3	-3	2
O=C(CN1C(=O)c2ccccc2C1=O)N1CCOCC1	2	-11	-19	-5	-1	1	-14	-13
Cc1onc(-c2ccccc2Cl)c1C(=O)Nc1ccc(OCC(=O)N2CCOCC2)cc1	-10	10	-8	3	-1	-10	-2	2
CCS(=O)(=O)N1Cc2ccccc2CC1C(=O)N1CCN(c2ccccc2)CC1 (stereo not drawn)	-15	10	1	4	7	2	4	0
Cc1cc(N/N=C(/CCC(=O)O)C(=O)O)nc2ccccc12	-15	-4	0	-9	7	12	-3	-24
CCOC(=O)c1oc2cccc(O)c2c1CN(Cc1ccccc1)C(C)=O	-3	-14	-15	20	-2	5	-13	-3
CCc1ccc(/C=N/Nc2nn[nH]n2)cc1	-10	-15	-4	3	-1	0	-6	0
Cc1cc(C)cc(C(=O)NCC(=O)OCC(=O)NC2CC2)c1	-9	-5	-8	16	0	2	-7	-4
CC(=O)C1=C(C)NC2=C(C(=O)c3ccccc32)C1c1ccccc1 (stereo not drawn)	0	37	-19	16	12	19	-5	-98
CCN(CC)CCNC(=O)C1c2ccccc2C(=O)N(CCOC)C1c1ccc(F)cc1 (stereo not drawn)	-7	-1	-6	-37	7	8	1	-8

# Profiles from above. Screens in order: EBI2 block | CCR6 antagonist | Jurkat NFkB inh | 697 NFkB inh | Gli-Sufu block | Apaf1 inhib | SENP8 block | UBC13 polyUb
# CCOC(=O)c1oc2cccc(O)c2c1CN(Cc1ccccc1)C(C)=O reads -3 | -14 | -15 | 20 | -2 | 5 | -13 | -3
# CCS(=O)(=O)N1Cc2ccccc2CC1C(=O)N1CCN(c2ccccc2)CC1 (stereo not drawn) reads -15 | 10 | 1 | 4 | 7 | 2 | 4 | 0
# Cc1cc(C)cc(C(=O)NCC(=O)OCC(=O)NC2CC2)c1 reads -9 | -5 | -8 | 16 | 0 | 2 | -7 | -4
# CC(=O)Cc1nsc(NC(=O)c2ccc(-c3cccc(C(F)(F)F)c3)o2)n1 reads 6 | 18 | 2 | -25 | -2 | 14 | 0 | 1

# Source: PubChem BioAssay (Sanford-Burnham Center for Chemical Genomics)
